SUMO Mot1 rescue – SUMOylation pathway inhibition by Mot1-301 growth rescue | growth rescue, % at 18.8 µM | S. cerevisiae Mot1-301 growth rescue, ATP luminescence, 38.5C; percent above DMSO median, 100 means doubled | 1% of 320,000 active;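 active = every valid replicate shows activation above 250% relative to neutral control wells; inactive = the rest, any valid replicate at or below 250%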;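 also: OY570 slx delta 5 strain wells were the positive control but not used for scaling; some compounds called inactive have numbers as strong as hits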
Arrestin-AP2 inh – human beta-arrestin and AP2 interaction inhibition. FITC-arrestin peptide / GST-AP2 beads, flow cytometry; AP2 beta2 appendage carries R879A mutation. inhibition, % at 10 µM. 0.31% of 340,000 active. AID 504490;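 active = inhibition above a set limit, near 3 SD of compounds lacking own fluorescence, cut at about 54% in these data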;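 also: plate controls were DMSO wells for no effect and 5 µM unlabelled arrestin peptide for full effect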
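system = GST-tagged AP2 beta2-adaptin appendage (R879A) on 4 µm glutathione beads | reagent = FITC-labelled arrestin peptide probe, 50 nM final | schedule = compound with beads 12 min RT, then probe 1 h RT | signal = HyperCyt-sampled flow cytometry, FL1 channel, ex 488/em 535 nm | read-out = percent response from loss of bead-bound FITC fluorescence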
PKA-R1A act – PKA-R1A complex activation | AID 504707 | 0.083% of 340,000 active | activation, % at 11.4 µM | PKA-R1A dissociation, Cy5-IP20 fluorescence polarization; scaled: DMSO 0%, 113 µM cGMP 100%;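 active = percent activation above the mean of all tested compounds plus 3 SD, cut at about 19% in these data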;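 also: higher means more PKAc released from R1A so a rise in polarization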
SR-BI DiI inh – blocks mouse SR-BI lipid uptake from DiI-HDL. Q61009. ldlA[mSR-BI] CHO cells, DiI-HDL uptake fluorescence, 3 h. inhibition, % at 12.5 µM. 0.96% of 320,000 active;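 active = mean replicate inhibition of at least 70% and a set share of replicates each scoring 70 or more; inconclusive = meets just one of the two criteria; inactive = fails both criteria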;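 also: 0% = median of neutral control wells and 100% = median of positive control wells; values of inactives mirror those of a sister screen read the other way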
CDK5 p35 inh – blocks human CDK5/p35 kinase activity | 0.01% of 330,000 active | Recombinant CDK5/p35, ADP-Glo luminescence, 60 min | AID 488839 | Q00535+Q15078 | inhibition, % at 10 µM;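 active = highest replicate inhibition of at least 50% and at least 75% of replicates reaching 50%; inconclusive = only one of the two criteria met; inactive = both criteria failed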;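 also: plate controls were DMSO neutral control for no effect and GW8510 at 10 µM for full effect; many of its hits are not listed in these tables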
Target sequence (Q00535 whole entry, looked up): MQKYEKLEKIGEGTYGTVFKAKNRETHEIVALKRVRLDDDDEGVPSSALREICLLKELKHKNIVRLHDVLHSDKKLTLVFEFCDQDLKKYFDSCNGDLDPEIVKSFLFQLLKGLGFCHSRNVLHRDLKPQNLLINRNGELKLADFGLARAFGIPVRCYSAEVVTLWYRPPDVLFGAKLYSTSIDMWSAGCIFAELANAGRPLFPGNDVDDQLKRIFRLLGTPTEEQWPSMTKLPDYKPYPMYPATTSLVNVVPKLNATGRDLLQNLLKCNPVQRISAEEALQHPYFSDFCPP
Target sequence (Q15078 whole entry, looked up): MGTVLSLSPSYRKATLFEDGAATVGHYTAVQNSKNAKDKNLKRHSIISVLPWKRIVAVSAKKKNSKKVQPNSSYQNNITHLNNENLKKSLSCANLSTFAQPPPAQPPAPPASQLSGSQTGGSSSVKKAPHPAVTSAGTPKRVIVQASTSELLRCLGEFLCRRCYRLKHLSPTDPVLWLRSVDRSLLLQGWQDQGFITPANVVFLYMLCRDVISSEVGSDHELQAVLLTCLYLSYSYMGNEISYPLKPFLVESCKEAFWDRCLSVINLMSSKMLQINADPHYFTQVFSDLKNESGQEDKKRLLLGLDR
PKA-R2B activ – PKA-R2B complex activation. PKA-R2B holoenzyme dissociation, Cy5-IP20 fluorescence polarization; R2B truncated from residue 108, S112A mutant; 0% DMSO only, 100% 113 µM cGMP. AID 504700. P22694+P31323. 0.079% of 340,000 active. activation, % at 11.4 µM;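 active = activation above a cutoff set at the mean over all compounds plus 3 SD, cut at about 18% in these data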;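 also: higher means more holoenzyme dissociation and a rise in polarization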
Target sequence (P31323 whole entry, looked up, other chains not shown, the tested form may be a part): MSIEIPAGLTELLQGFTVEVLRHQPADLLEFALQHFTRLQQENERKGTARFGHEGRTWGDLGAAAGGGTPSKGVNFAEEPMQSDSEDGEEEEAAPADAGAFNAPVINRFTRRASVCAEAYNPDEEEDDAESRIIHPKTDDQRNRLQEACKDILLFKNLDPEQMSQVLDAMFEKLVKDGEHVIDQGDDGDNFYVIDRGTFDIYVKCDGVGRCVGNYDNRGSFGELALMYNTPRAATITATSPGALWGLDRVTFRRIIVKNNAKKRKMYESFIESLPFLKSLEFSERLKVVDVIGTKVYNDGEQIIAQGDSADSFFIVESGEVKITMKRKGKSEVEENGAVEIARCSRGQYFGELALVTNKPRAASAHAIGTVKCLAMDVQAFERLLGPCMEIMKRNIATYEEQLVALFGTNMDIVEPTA
MITF act – MITF TRPM1 promoter activation in melanoma cells | 0.75% of 300,000 active | activation, % at 12.5 µM | AID 588334 | SK-MEL-5 TRPM1-promoter luciferase, 24 h; % of positive control, neutral wells = 0;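 active = mean activation of at least 80% with every replicate also reaching 80%; inconclusive = mean reaches 80% but some replicate falls short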;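 also: 0% = neutral control wells and 100% = parthenolide positive control wells; values of inactives mirror those of a sister screen read the other way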
dFosB activator – mouse delta FosB homodimer activation | P13346 | purified delta FosB, TAMRA-CDK5 oligo fluorescence polarization; percent of positive-control signal above neutral wells | activation, % at 25 µM | 0.99% of 340,000 active;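 active = mean activation above about 17%, with every replicate also reaching it, limit read from the data, passing the limit was not always enough; inconclusive = only one of the two conditions met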;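 also: fluorescence polarization rise as delta FosB binds a TAMRA Cdk5 AP-1 oligo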
SR-BI uptake up – enhances SR-BI lipid uptake from DiI-HDL | CHO ldlA[mSR-BI] cells, DiI-HDL uptake fluorescence, 3 h; 100 = double the neutral-control signal | activation, % at 12.5 µM | 0.096% of 320,000 active;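 active = mean replicate activation of at least 60% and every replicate at or above 60%; inconclusive = mean or all-replicate condition met, but not both; inactive = mean below 60% and not all replicates reaching 60%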;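 also: 0% = median plate neutral-control signal and 100% = twice that signal; values of inactives mirror those of a sister screen read the other way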
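Assay system: CHO ldlA[mSR-BI] cells, LDL receptor-null, SR-BI overexpressing; medium: Ham's F12 with 0.5% BSA, HEPES 25 mM, pH 7.4; also added: DiI-HDL 10 µg/mL; timing: 3 h uptake period with compound, 37 °C; signal: DiI fluorescence, bottom read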
Pemphigus Ab inh – human desmoglein-3 autoantibody binding inhibition; DSG3-coupled beads, scFv-anti-DSG3-GFP binding, flow cytometry; active compounds read low; 0.48% of 310,000 active; AID 588358; P32926; binding (percent of control), % at 10 µM;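 active = binding more than 3 SD below its plate's average and above zero; inconclusive = below that plate limit but binding exactly zero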;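 also: hits lower antibody fragment binding to DSG3; some compounds called inactive have numbers as strong as hits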
NSD2 HMT inh – NSD2 (human) methyltransferase inhibition | NSD2 peptide methylation, AlphaScreen, 120 min | inhibition, % at 12.5 µM | 0.54% of 310,000 active | AID 743445; in the data active = inhibition above about 50%
Starred values were filed as active, the others as inactive; i = inactive; ? = inconclusive; . = not tested or not shown; & = joins results of further samples. Not a hit list. Share with any hit: about 4.7%.

SUMO Mot1 rescue,Arrestin-AP2 inh,PKA-R1A act,SR-BI DiI inh,CDK5 p35 inh,PKA-R2B activ,MITF act,dFosB activator,SR-BI uptake up,Pemphigus Ab inh,NSD2 HMT inh,Structure
-16.4,4.0,2.2,-20.5,-0.1,-12.8,-2.9,-3.6,20.5,103.6,-2.6,COc1ccccc1N(CC(=O)NCCSc1ccccc1)S(C)(=O)=O
-0.5,-15.6,-0.1,-11.9,0.3,2.6,.,-4.8,11.9,97.8,0.4,CC(C)=NOC(=O)c1c(C)noc1-c1snnc1C
11.8,-1.6,-6.9,-21.0,1.5,10.1,-11.9,-1.0,21.0,100.4,-1.1,CC1CCN(C(=O)NC(=O)c2ccc(Cl)cc2)CC1
-5.4,6.7,11.2,-10.8,-1.1,-3.9,6.9,-10.0,10.8,.,0.6,Cc1ccc(S(=O)(=O)NC(CC(=O)n2nc(C)cc2C)c2ccccc2)cc1 (stereo not drawn)
-19.8,8.4,-3.7,.,-0.5,-5.2,-7.2,-2.8,.,98.3,-0.7,COc1ccc(C=O)cc1Cn1cnc2c(cnn2C)c1=O
9.1,-8.1,1.5,-2.0,1.1,6.6,-6.7,7.8,2.0,91.5,-2.8,CCCn1nnnc1-c1ccc(Cl)cc1
44.0,-7.9,5.6,-28.4,-0.5,3.1,-3.4,-3.8,28.4,120.6,0.0,COc1cccc(C(=O)SC2=NCCS2)c1
4.6,13.9,3.1,5.9,-1.2,5.2,-8.8,8.0,-5.9,89.8,1.3,Cc1ccc(CNC(=O)CC2Sc3ccccc3NC2=O)cc1 (stereo not drawn)
14.1,4.7,-3.8,-6.4,0.1,-5.5,.,2.2,6.4,117.2,-1.2,O=C(NCCC1CCCC1)c1cccs1
9.6,-3.1,-4.5,1.4,-2.7,0.4,6.1,6.4,-1.4,100.3,.,O=C1NC(=O)C(=O)N1
-20.9,7.6,0.4,-25.7,-1.7,-8.9,12.3,4.3,25.7,106.1,-5.6,O=C1NC(=O)C(c2ccc(F)cc2)N1 (stereo not drawn)
-3.0,62.0*,6.8,-4.2,-0.3,2.4,9.0,0.1,4.2,106.8,-0.9,CCNC(=O)C(=O)NCc1ccncc1
26.9,17.6,0.0,-24.1,0.1,3.2,5.2,-5.9,24.1,96.8,11.8,CC(=O)NNC(=S)NC(=O)c1cccc([N+](=O)[O-])c1
-0.3,10.0,7.2,-8.7,-0.6,-2.5,.,-3.2,8.7,108.4,-0.5,CC1CCc2cccc3c(O)cc(=O)n1c23 (stereo not drawn)
-5.2,30.5,-4.0,-0.5,-1.4,-0.4,-11.0,-0.6,0.5,95.1,-0.7,N#CCSCC(=O)Nc1ccc(Br)cc1
15.2,-7.7,3.8,5.6,-0.5,5.7,0.0,-5.2,-5.6,104.1,-1.8,CC(=O)/C(N=Nc1ccc(OC(F)(F)F)cc1)=C(\C)O
-10.7,30.6,-16.8,-29.4,0.7,-3.4,2.5,-6.5,29.4,124.0,4.6,Cc1ccc(NC(=O)CCc2nnc3ccc(N4CCN(C)CC4)nn23)cc1F
5.2,-2.5,-6.0,37.4,0.4,-5.9,-14.7,2.9,-37.4,96.4,.,O=C(COC(=O)c1cc([N+](=O)[O-])ccc1NCCO)Nc1ccc2c(c1)OCO2
7.3,14.5,-2.6,-5.9,1.2,8.5,-12.8,-0.5,5.9,104.7,-1.2,Cc1ccc(OCC(=O)Nc2ccc(O)c(C(=O)O)c2)cc1C
-3.8,5.4&15.4,-1.9&13.5,7.9&26.2,2.0&0.9,-6.5&-1.5,-2.1&-5.9,-6.5&0.5,-7.9&-26.2,94.3&97.9,-1.1&1.3,CCCCNC(=O)c1ccc(CNc2c(N3CCC(C(=O)OCC)CC3)c(=O)c2=O)cc1
.,19.7,1.0,18.9,0.9,-1.2,-18.5,-8.4,-18.9,63.5*,-2.9,Nc1ccc2cccc(O)c2c1
-4.4,39.5,-0.6,5.1,1.2,14.8,-12.0,6.7,-5.1,97.7,-6.2,CCOc1ccccc1NC(=O)C1CCN(C(=O)c2cccs2)CC1
20.1,-3.9,-3.7,-23.2,-0.8,5.3,4.0,-1.3,23.2,112.9,.,Cc1cccc(OCC(O)CN2CCN(C3CCCCC3)CC2)c1 (stereo not drawn)
-9.7,0.1,4.6,15.1,1.7,-5.9,-7.2,-3.8,-15.1,101.8,-4.0,O=C(CN(C(=O)CSc1nc2ccccc2o1)c1ccccc1)NC1CCCCC1
8.5,7.0,0.3,-32.9,1.0,5.3,12.8,2.4,32.9,98.3,0.6,COc1ccc(C(C)C)cc1S(=O)(=O)Nc1ccncc1
5.5,33.0,-11.1,-5.0,-0.7,3.3,-0.4,30.4*,5.0,101.3,-3.8,Cc1cc(C)c(NC(=O)CSc2nc3ncc(Br)cc3[nH]2)c(C)c1
-18.9,33.1,-2.9,3.3,0.1,0.7,6.4,0.4,-3.3,95.9,11.0,COc1ccc(N/C=C(\C(C)=O)c2ccc(OC)c(OC)c2)cc1OC
2.3,0.3,-4.3,36.1,-0.1,11.1,-0.6,-8.2,-36.1,99.4,.,CCC(=O)N1CCN(c2cc(N3CCCC3)c(F)cc2[N+](=O)[O-])CC1
-9.6,-12.3,4.3,-7.0,-1.2,0.0,-9.4,-9.8,7.0,102.2,0.4,COc1ccc(C2/C(=C(/O)c3ccc4c(c3)CC(C)O4)C(=O)C(=O)N2CCCN2CCOCC2)cc1OC (stereo not drawn)
13.3,3.1,4.1,5.2,-1.9,2.5,.,-5.0,-5.2,115.3,6.0,CCOc1cccc(CN2CCCC(N3CCc4ccccc4C3)C2)c1O (stereo not drawn)
i,41.1,2.4,4.0,0.5,-0.9,-6.2,-8.6,-4.0,99.9,1.4,CC(C)N(C(=O)CSc1nc(Cc2ccccc2)nc2ccccc12)C(C)C
-12.9,9.8,7.5,1.9,-1.0,-5.8,1.4,-3.7,-1.9,90.4,0.7,CSc1ncccc1C(=O)OCC(=O)N1CC(=O)Nc2ccccc21
-13.4,16.1,4.0,-12.8,-0.2,-7.9,-3.2,-12.3,12.8,91.4,1.9,COc1ccc(Cl)cc1NC(=O)CN(C)C(=O)CNC(=O)C12CC3CC(CC(C3)C1)C2
4.0,4.2,4.2,?,1.1,-5.3,-0.4,-3.5,-70.2,101.1,.,CC1(C)c2[nH]c3ccccc3c2C[C@@H]2C(=O)N(Cc3ccccc3)C(=O)N21
-14.4,-6.4,-15.3,-15.6,0.4,-3.2,6.5,-11.2,15.6,119.7,1.6,CCC(C)c1ccccc1NC(=O)CN(C)CCOc1ccc(Cl)cc1 (stereo not drawn)
-2.0,13.0,-0.3,5.1,0.9,-0.4,-0.4,-12.7,-5.2,99.2,-0.5,COC(=O)c1c(C)[nH]c(C(=O)C(C)OC(=O)c2ccco2)c1C (stereo not drawn)
7.8,9.3,-8.4,-24.9,0.2,0.7,.,-2.5,24.9,.,5.2,CC(C)(C)c1nc(CN2CCOCC2)cc(CN2CCOCC2)c1O
-10.9,-0.9,-1.2,-7.9,-3.0,16.8,7.8,1.1,7.9,91.8,-1.7,O=C(CN1C(=O)NC2(CCCCCC2)C1=O)NCc1ccccc1Cl
-12.9,24.0,-6.0,8.6,0.2,-3.2,9.0,2.4,-8.6,105.5,-0.7,COc1ccc(C2=NN(C(=O)c3ccccc3)C(c3cccc([N+](=O)[O-])c3)C2)cc1 (stereo not drawn)
.,39.7,-3.4,-7.1,0.0,3.2,4.7,0.2,7.1,99.9,-1.9,CCc1ccc(NC(=O)COC(=O)Cn2cnc3ccccc32)cc1
130.9,29.6,-8.4,17.5,-0.6,-11.9,13.5,-13.6,-17.5,.,-2.6,C=CCNC(=O)c1ccc(CSc2nc3ccccc3s2)cc1
-19.6,6.6,0.1,-0.6,-0.8,15.3,-4.3,-10.4,0.6,98.6,4.0,Cc1ccc(C(=O)N/C(=C/c2ccco2)C(=O)N2CCCCC2)cc1
-5.0,26.1,5.2,-4.9,-0.5,-5.9,7.0,0.9,4.9,106.4,-1.1,CN(CC(=O)Nc1ccccc1Cl)C(=O)Cn1cnc2ccc(Cl)cc2c1=O
10.0,-5.8,-5.7,7.9,-1.5,-11.8,8.4,-10.3,-7.9,106.7,.,Cc1ccc(NC(=O)c2nc[nH]c2C(=O)N[C@@H](C)c2ccccc2)cc1
408.2,-4.3,-18.5,-10.2,-1.0,-5.3,-4.8,1.4,10.2,89.6,-6.9,CCOCC(=O)Nc1c(C(=O)Nc2ccccc2OC)oc2ccccc12
27.7,-16.6,2.8,34.7,-0.1,-1.0,7.6,-11.2,-34.7,100.6,-2.0,Cc1oc(-c2cccc(Cl)c2)nc1CS(=O)(=O)CC(=O)NCc1ccco1
-42.3,-3.4,-0.1,.,3.0,-3.0,.,1.4,.,105.0,-5.4,Cc1ccc(C(C)C)c(OCC(=O)Nc2sc3c(c2C#N)CC(C)(C)NC3(C)C)c1
.,45.0,-9.5,6.0,1.7,-7.0,-3.8,-3.5,-6.0,104.2,3.2,COc1cc(O)c(C=Nc2ccccc2NS(=O)(=O)c2ccc(C)cc2)c(OC)c1
.,-0.1,-12.0,6.3,0.1,-9.2,0.3,-9.7,-6.3,109.5,.,Cc1ccc(S(=O)(=O)N2[C@@H](c3ccc(C(C)(C)C)cc3)C(C(=O)O)=CC[C@H]2c2cccs2)cc1
-8.5,0.9,-9.3,20.6,0.7,-8.2,62.3,0.3,-20.6,106.6,11.0,N#C/C(=C1/CCCCCN1)c1nc2ccccc2[nH]1
21.0,-12.4,-4.0,-22.4,0.7,-16.1,-5.2,-6.8,22.4,102.2,-1.3,COc1ccccc1/C=C/C(=O)OCC(=O)N1CCc2ccccc21

Bioassay records: PubChem, several laboratories
